Screening results from PubChem.
Growth percent in the NCI-60 one-dose screen (48 h, 10 µM unless noted): 100 = growth as untreated, 0 = no growth, -100 = all killed.
RPMI-8226 – RPMI-8226 leukemia cells. 77,000 compounds, 7.5% hits. AID 1794781
MCF7 – MCF7 breast cancer | 82,000 compounds, 6.3% hits
MOLT-4 – MOLT-4 leukemia cells; AID 1794779; 80,000 compounds, 6.9% hits
K-562 – K-562 leukemia. 78,000 compounds, 7.4% hits. AID 1794777
MDA-MB-468 – MDA-MB-468 breast cancer; 78,000 compounds, 8.5% hits
SR – SR leukemia cells; 73,000 compounds, 8.7% hits
MDA-MB-231 – MDA-MB-231 breast cancer; 81,000 compounds, 5% hits
MDA-MB-435 – MDA-MB-435 melanoma; 82,000 compounds, 7.8% hits
Numbers without * were called inactive; x = no result given; & = joins results of further samples. How the source made its calls: active means growth percent below 10; inactive means the rest.

SMILES	RPMI-8226	MCF7	MOLT-4	K-562	MDA-MB-468	SR	MDA-MB-231	MDA-MB-435
O=C(NC1C(O)OC(CO)C(O)C1O)NS(=O)(=O)c1ccc(CCNC(=O)c2ccc(Cl)cc2Cl)cc1 (stereo not drawn)	104	98	111	109	114	104	112	103
C=CC(=O)Nc1cccc(Oc2nc(Nc3ccc(N4CCN(C)CC4)cc3)nc3ccsc23)c1	-30*	-61*	-38*	-26*	-69*	-23*	-58*	-93*
COc1ccc(Nc2cc(C)nc(NCCCNc3ccnc4cc(Cl)ccc34)n2)cc1	-59*	-49*	-35*	-42*	x	x	-68*	-92*
CC(=O)OCc1cc(Cl)cc(COC(C)=O)c1OC(C)=O	101	97	100	99	96	91	97	104
CCNCC(O)Cc1ccccc1OC (stereo not drawn)	100	97	109	116	111	108	106	105
O=C1C(=O)N(CCCCn2cc(COc3ccc4ccc(=O)oc4c3)nn2)c2ccccc21	100	97	89	98	99	x	100	101
CCCCn1c(-c2ccc(F)cc2)nc2cc(OC)c(OC)cc2c1=O	40	88	51	85	115	34	87	101
C=CCC(C#N)(C(=O)OCC)/C(C)=C/CC (stereo not drawn)	107	92	109	99	102	98	116	110
Oc1cccc(-c2nc(-c3nnc(Nc4ccccc4)o3)cc3c2[nH]c2ccccc23)c1	52	37	x	34	75	27	69	67
CCS(=O)(=O)c1nnc2n(Cc3ccccc3)c(=O)c3c(C)c(C(N)=O)sc3n12	x	85	x	x	64	x	97	81
C=C1CCC2C3(C)COC(c4c(F)cccc4F)OC3CCC2(C)C1CC(O)C1=CCOC1=O (stereo not drawn)	13	19	54	21	66	33	91	40
CCOC(=O)C1CCCNC1 (stereo not drawn)	107	93	106	104	99	95	100	99
O=C1c2cccc(S(=O)(=O)O)c2C(=O)c2c1cccc2S(=O)(=O)O	122	107	108	131	104	109	110	117
O=CNC1CCCCC1	104	82	113	112	98	100	111	101
CCN1C(=O)N(CC)C2NC(N/N=C/c3ccc([N+](=O)[O-])cc3)=NC21 (stereo not drawn)	131	93	101	96	91	88	83	83
Nc1nc(N)c2nc(CNc3ccc(C(=O)CC(CCC(=O)O)C(=O)O)cc3)cnc2n1 (stereo not drawn)	58	23	33	58	65	29	101	34
COc1ccc2c(c1)nc(NNC(=O)c1cnccn1)c1cccn12	23	11	5.4*	14	x	x	30	34
CN(C(=S)Nc1ccccc1)c1ccccc1	101	93	88	96	98	92	95	97
Cc1cccnc1NS(=O)(=O)c1ccccc1	103	96	91	95	97	95	115	101
COc1ccc2c(c1)C(=O)N(C)C2C1c2c(cc3c(c2OC)OCO3)CCN1C (stereo not drawn)	74	15	46	17	8.5*	19	67	-21*
Cc1ccc(OCCOCCOCCOc2ccc(C)n(O)c2=S)c(=S)n1O	31	20	11	19	12	26	28	56
Nc1n[nH]c2cccc(C#Cc3cccc(C(=O)Nc4cc(CN5CCOCC5)cc(C(F)(F)F)c4)c3)c12	13	44	24	5.0*	90	36	20	23
COc1ccccc1NC(=O)c1ccc(NC(=O)CCl)s1	-37*	-35*	-20*	-8.7*	-30*	2.1*	-58*	0.4*
CCCCCCCCCCCCCCCC[N+]1(C)CCOCC1	-34*	62	-58*	x	-51*	-29*	-7.4*	27
Nc1nc(=O)n(C2CCCO2)cc1Br (stereo not drawn)	104	100	102	88	116	95	106	101

By substructure: the entries above with a halogen (8)
SMILES	RPMI-8226	MCF7	MOLT-4	K-562	MDA-MB-468	SR	MDA-MB-231	MDA-MB-435
O=C(NC1C(O)OC(CO)C(O)C1O)NS(=O)(=O)c1ccc(CCNC(=O)c2ccc(Cl)cc2Cl)cc1 (stereo not drawn)	104	98	111	109	114	104	112	103
COc1ccc(Nc2cc(C)nc(NCCCNc3ccnc4cc(Cl)ccc34)n2)cc1	-59*	-49*	-35*	-42*	x	x	-68*	-92*
CC(=O)OCc1cc(Cl)cc(COC(C)=O)c1OC(C)=O	101	97	100	99	96	91	97	104
CCCCn1c(-c2ccc(F)cc2)nc2cc(OC)c(OC)cc2c1=O	40	88	51	85	115	34	87	101
C=C1CCC2C3(C)COC(c4c(F)cccc4F)OC3CCC2(C)C1CC(O)C1=CCOC1=O (stereo not drawn)	13	19	54	21	66	33	91	40
Nc1n[nH]c2cccc(C#Cc3cccc(C(=O)Nc4cc(CN5CCOCC5)cc(C(F)(F)F)c4)c3)c12	13	44	24	5.0*	90	36	20	23
COc1ccccc1NC(=O)c1ccc(NC(=O)CCl)s1	-37*	-35*	-20*	-8.7*	-30*	2.1*	-58*	0.4*
Nc1nc(=O)n(C2CCCO2)cc1Br (stereo not drawn)	104	100	102	88	116	95	106	101

Carrying on.
SMILES	RPMI-8226	MCF7	MOLT-4	K-562	MDA-MB-468	SR	MDA-MB-231	MDA-MB-435
COc1cnc2c(c1)C(=O)c1c-2n(CCCBr)c(=O)c2cc([N+](=O)[O-])ccc12	-13*	1.8*	7.8*	12	-16*	7.5*	24	11
Cn1ccc2c3nnn(Cc4ccccc4)c3ccc21	94	98	108	112	115	x	84	102
Cc1cnc(C(=O)Nc2nc3ccc(S(=O)(=O)Nc4ccc(C5(C(F)(F)F)CC5)cc4)cc3[nH]2)cn1	7.0*	17	20	10	-26*	19	47	-77*
NCCn1cc(-c2nc(-c3c[nH]c4ncccc34)cs2)c2ccccc21	78	60	96	83	41	63	66	98
OC(Cc1ccccc1)(c1ccccc1)C(O)(Cc1ccccc1)c1ccccc1 (stereo not drawn)	28	66	30	47	71	55	x	69
Cc1cc(O)c(C(C)C)cc1N=Cc1ccccc1Cl	103	94	x	x	40	x	96	110
O=C1Nc2c3c(nn2N=Nc2ccccc21)CCCCC3	104	95	94	109	95	x	82	115
CN1CCN(Cc2ccc(NC(=O)c3cncc(C#Cc4cnc5ccc(N[C@H]6CCOC6)nn45)c3)cc2C(F)(F)F)CC1	-35*	-84*	-9.8*	0.7*	-94*	-22*	-92*	-80*
COc1ccc2c(c1)/C(=C\c1c[nH]c3ccc(OC)cc13)C(=O)N2	37	30	12	12	-23*	15	42	-12*
COC(=O)c1ccc2c(c1)nc(-c1cc3ccccc3[nH]c1=O)n2-c1ccc(Cl)cc1	57	69	47	54	67	49	68	73
O=C(O)c1ccc(-n2cc(CNc3cccc(OC(F)(F)F)c3)c(-c3ccc(F)cc3)n2)cc1	68	61	48	64	106	80	104	97
Nc1ccc(C(=O)Nc2ccc(Nc3ccncc3)cc2)cc1	85	95	99	93	99	109	110	102
CN1C(=O)C(Br)(Br)CC1c1cccnc1 (stereo not drawn)	99	99	107	112	106	107	109	104
CC(Cc1cccc2ccccc12)C(N)=O (stereo not drawn)	102	93	100	104	110	101	100	99
O=C(Cn1cccc(NC(=O)OCc2ccccc2)c1=O)Nc1ccccc1	98	92	117	96	92	102	109	80
O=C1CCC(N2C(=O)c3ccccc3C2=O)C(=O)N1 (stereo not drawn)	107&92	98	97&99	105&80	94	75	112&104	110&102
COc1cc(/C=C(\C#N)C(=O)c2ccccc2)ccc1OCc1ccccc1	107	97	106	120	96	109	95	101
CCOC(=O)C1=C(c2ccccc2)N=C2SC3C(=NN(c4ccccc4)C3c3ccc(Br)cc3)N2C1c1ccc(Br)cc1 (stereo not drawn)	82	75	91	89	91	91	87	99
CCOc1ccc(Nc2ccc(N)c(S(=O)(=O)O)c2)cc1	x	100	101	110	123	101	108	117
CO[C@H]1CSS[C@@H]1Cn1nc(-c2ccc(Oc3ccccc3)cc2)c2c(N)ncnc21	36	10	-21*	7.3*	-21*	x	9.7*	-46*
O=C(Cn1ccnc1)NC(c1ccccc1)c1ccccc1	108	100	107	99	x	98	100	99
COc1cc2c(cc1OCCCCCn1c(-c3ccc(OCc4ccccc4)cc3)nc3cc(N4CCOCC4)ccc31)N=C[C@@H]1CCCN1C2=O	19	-4.0*	24	36	x	137	9.6*	-9.7*
COc1cc(C2=NN(C(C)=O)C(c3cccc(Nc4ccnc5cc(C(F)(F)F)ccc45)c3)C2)cc(OC)c1OC (stereo not drawn)	21	38	22	37	51	29	66	57
N#Cc1ccccc1-c1ccc(Cn2c(-c3cscn3)nc3cc(Cl)ccc32)cc1	70	69	55	64	86	69	89	101
Cn1cccc1C(=O)C1C(c2ccc(Cl)cc2Cl)C2CSCN2C12C(=O)Nc1ccc(Cl)cc12 (stereo not drawn)	45	45	40	35	76	40	52	79
New compounds follow:
SMILES	RPMI-8226	MCF7	MOLT-4	K-562	MDA-MB-468	SR	MDA-MB-231	MDA-MB-435
Nc1ccc(C(F)(F)F)cc1[N+](=O)[O-]	99&108	109&102	100&106	101&91	116&90	87&109	98&112	110&112
Cc1cccc(NC(=O)N/C(N)=N/c2nc(C)c(C)s2)c1	29	27	22	11	14	x	65	-28*
O=C1C(Cl)C(c2cccc([N+](=O)[O-])c2)N1n1cnnc1 (stereo not drawn)	88	92	102	108	114	x	93	104
CCC(CC)COC(=O)c1ccc(C(C)C)cc1	111	97	98	120	98	109	101	98
O=C(/C=C/c1csc(Br)n1)NO	9.0*	25	9.5*	9.9*	19	14	34	5.4*
Cc1nc2c(cnn2-c2ccccc2)c(=O)n1-c1ccc(N=C2C(=O)Nc3ccccc32)cc1	64	66	66	66	49	x	x	95
C[N+](C)(C)CC(=O)NNC(=O)Nc1ccc(Cl)cc1	104	94	114	102	102	93	109	110
CS(=O)c1nccc(-c2c(-c3ccc(F)c(OCc4ccccc4)c3)nc3sccn23)n1 (stereo not drawn)	61	-45*	32	18	-19*	-1.2*	94	104
O=C(COc1ccccc1)Oc1c(Cl)c(Cl)c(Cl)c(Cl)c1Cl	100	92	94	99	105	101	87	104
CN(C)c1ncnc2c1ncn2C1CCCCO1 (stereo not drawn)	x	97	95	102	111	88	106	111
Clc1nc(Cl)c(C2CC(c3ccc(Br)cc3)=NN2c2ccccc2)s1 (stereo not drawn)	108	82	97	92	93	106	98	103
Cc1cc(Cl)cc2c1OCN(Cc1ccccc1)C2	103	103	107	95	101	117	113	108
COC1OC2COC(c3ccccc3)OC2C(OC(=O)c2ccccc2)C1OC(=O)c1ccccc1 (stereo not drawn)	x	87	73	79	98	79	97	94
CCCCCCCn1c(=O)c2c(nc(NCCc3ccc(OC)c(OC)c3)n2C)n(C)c1=O	76	90	81	89	70	99	78	94
COc1ccc(NC(=O)CN2CCN(c3ncnc4c3cnn4-c3ccccc3)CC2)cc1	55	47	31	54	53	55	75	78
N#C/C(=C\c1ccc(N2CCCCC2)cc1)C(=O)Nc1sc2c(c1C#N)CCC2	69	87	104	91	119	98	96	90
Cc1cc(NC(=O)C(Cl)Cl)cc2c1OCO2	110	99	106	119	108	107	102	108
CCCCc1nc2c(N)nc3ccccc3c2n1Cc1ccc(C(=O)NC)cc1	90	92	107	83	88	95	91	109
OCc1ccccc1SSc1ccccc1CO	96	89	76	92	100	87	103	99
O=C(CSc1cc[n+](CCCCCCO)c2ccccc12)n1ccc2ccccc21	96	92	99	96	92	81	94	111
COc1cccc(/C=C/C(=O)c2cc3c(N)c(C(=O)Nc4cccc5ccccc45)sc3nc2C)c1	-19*	13	17	10	17	12	-3.9*	-51*
CC(Cc1ccccc1)NC(=O)CCNNC(=O)c1ccncc1 (stereo not drawn)	101	96	105	100	101	96	114	96
O=C1NCCN1CCO	104	90	103	107	90	104	101	102
COc1cc(C2CC(=O)Nc3c2c(C)nn3-c2nc3ccccc3[nH]2)c(OC)c2c1OCO2 (stereo not drawn)	60	45	14	17	37	x	73	-20*
Cc1cc(C)c2c(Cn3cc(Cn4cnc5c4c(=O)n(C)c(=O)n5C)nn3)cc(=O)oc2c1	113	86	88	100	102	112	109	101
(listing goes on)
SMILES	RPMI-8226	MCF7	MOLT-4	K-562	MDA-MB-468	SR	MDA-MB-231	MDA-MB-435
CCn1cc(C(=O)NNC(=O)Nc2c(C)cccc2Cl)c(=O)c2ccc(C)nc21	101	93	94	99	84	98	84	99
N#Cc1nnn(-c2ccc(Cl)cc2)c1N	56	94	110	93	88	106	84	102
Cc1ccc(NCc2cn(-c3ccc(C(=O)O)cc3)nc2-c2ccc(C(=O)O)cc2)cc1Cl	111	105	112	103	104	109	112	106
Cc1cc(N(CCNc2ccnc3cc(Cl)ccc23)Cc2ccccn2)nc(N2CCOCC2)n1	91	91	x	70	92	x	88	106
CC(C)CCC[C@@H](C)[C@H]1CC[C@H]2[C@@H]3CC=C4c5sc(Nc6ccccc6C(F)(F)F)nc5CC[C@]4(C)[C@H]3CC[C@]12C	96	x	96	96	100	91	109	101
COc1ncc(-c2ccc3nccc(C#CCCCCC(=O)NO)c3c2)cc1NS(=O)(=O)c1ccc(F)cc1F	-25*	2.3*	-18*	17	-37*	-24*	-12*	-7.7*
C[C@]12CC[C@@H]3c4cc([N+](=O)[O-])c(O)cc4CC[C@H]3[C@@H]1CC[C@@H]2NS(=O)(=O)c1cccc(Br)c1	53	73	57	50	89	53	73	83
CC1=NOC(=O)C1C(C)(C)C1C(=O)ON=C1C (stereo not drawn)	100	96	102	101	113	94	98	102
C=CC(=O)Oc1ccc(C(C)(C)c2ccc(OC(=O)C=C)c(Cl)c2)c(Cl)c1	54	60	43	65	85	60	86	98
O=C1OC(Sc2ccccc2)(c2ccccc2)c2ccccc21 (stereo not drawn)	x	104	84	98	103	81	95	x
